Anesthetic bind: candidate novel general anesthetic via apoferritin binding; AID 485281; P02791; apoferritin/1-aminoanthracene competitive binding, fluorescence; Potency, µM (titrated, usually from 77.5 µM), for inactives: at the top dose activity change, negative = displacement, actives largely listed as inhibitors; 350,000 tested, 0.074% active; also: potency is read from the fitted curve at half-maximal effect; % is scaled to controls: 0 for no effect and ±100 for the full control effect; nearly all actives have a fitted effect of over 20% in size
Target sequence (P02791 2-175 limits assumed): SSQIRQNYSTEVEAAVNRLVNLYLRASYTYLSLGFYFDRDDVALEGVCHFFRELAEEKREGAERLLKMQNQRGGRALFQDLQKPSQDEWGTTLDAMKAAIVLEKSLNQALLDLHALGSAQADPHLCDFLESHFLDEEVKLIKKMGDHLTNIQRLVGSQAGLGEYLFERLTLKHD
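Horse-spleen apoferritin (10 uM) was mixed with 50% saturated 1-aminoanthracene in PBS, exposed to compounds for 10 min at room temperature, and read for fluorescence (ex 380 nm, em 535 nm). Competitive displacement was fitted with a four-parameter Hill equation.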
BLM inh: inhibitors of human Bloom syndrome helicase BLM. 350,000 tested, 0.2% active. recombinant BLM DNA unwinding, fluorescence dequenching. Potency, µM (top dose mostly 56.1 µM), inactives show at the top dose activity change, negative = inhibition, usual class: inhibitors. P54132;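 also: potency is read from the fitted curve at half-maximal effect; plate controls were vehicle for no effect and no enzyme for full effect; nearly all actives have a fitted effect of over 35% in size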
PGK inhibitor: inhibitors of T. brucei phosphoglycerate kinase; 380,000 tested, 0.043% active; PGK/GAPDH coupled, Kinase-Glo luminescence, 60 min; Potency, µM (doses to about 57.5 µM), without a hit: at the highest dose activity change, negative = inhibition, hits mostly inhibitors; P07378; AID 602233; also: potency is read from the fitted curve at half-maximal effect; % is scaled to controls: 0 for no effect and ±100 for the full control effect; nearly all actives have a fitted effect of over 60% in size
Target sequence (P07378 whole entry, looked up): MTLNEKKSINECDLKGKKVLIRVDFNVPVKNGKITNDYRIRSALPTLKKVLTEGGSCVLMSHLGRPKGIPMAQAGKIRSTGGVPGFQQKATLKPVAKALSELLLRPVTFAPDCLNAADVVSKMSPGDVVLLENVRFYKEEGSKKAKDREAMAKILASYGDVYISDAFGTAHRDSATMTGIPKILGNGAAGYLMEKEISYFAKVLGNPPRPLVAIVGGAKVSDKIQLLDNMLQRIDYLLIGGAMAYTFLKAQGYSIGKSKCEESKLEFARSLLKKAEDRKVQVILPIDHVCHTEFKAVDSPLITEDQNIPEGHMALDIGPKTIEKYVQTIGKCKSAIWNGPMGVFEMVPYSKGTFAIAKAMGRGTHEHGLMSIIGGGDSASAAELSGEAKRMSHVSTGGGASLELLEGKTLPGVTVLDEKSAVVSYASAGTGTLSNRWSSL
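Recombinant glycosomal PGK reaction used 1,3-bisphosphoglycerate generated in-well by GAPDH (100nM final) in 100mM TEA pH 7.6, 5mM MgCl2, 0.01% Tween-20. After 60 minutes at room temperature, ATP was read by Kinase-Glo Plus luminescence end-point.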
Pol iota inh: inhibitors of human DNA polymerase iota; Pol iota fluorescent replication assay, 10 min; 390,000 tested, 1% active; Potency, µM (titrated, usually from 115 µM), for inactives: at the highest dose activity, negative = inhibition, usual class: inhibitors; Q9UNA4; also: potency is read from the fitted curve at half-maximal effect
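Fluorescent replication assay read twice, at 0 min and 10 min after adding 50 nM (final) substrate. Enzyme (10 nM) and compounds were first incubated 15 min at room temperature; enzyme-free buffer wells were negative controls.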
APEX1 inh: blocks human APE1 abasic DNA cleavage. recombinant APE1, TAMRA/BHQ-2 abasic DNA cleavage fluorescence. Potency, µM (highest dose often 65.8 µM), without a hit: at the highest dose activity change, negative = inhibition, usual class: inhibitors. 350,000 tested, 0.35% active;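 also: potency is read from the fitted curve at half-maximal effect; plate controls were vehicle for no effect and reference inhibitor for full effect; nearly all actives have a fitted effect of over 55% in size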
Target sequence (P27695 whole entry, looked up): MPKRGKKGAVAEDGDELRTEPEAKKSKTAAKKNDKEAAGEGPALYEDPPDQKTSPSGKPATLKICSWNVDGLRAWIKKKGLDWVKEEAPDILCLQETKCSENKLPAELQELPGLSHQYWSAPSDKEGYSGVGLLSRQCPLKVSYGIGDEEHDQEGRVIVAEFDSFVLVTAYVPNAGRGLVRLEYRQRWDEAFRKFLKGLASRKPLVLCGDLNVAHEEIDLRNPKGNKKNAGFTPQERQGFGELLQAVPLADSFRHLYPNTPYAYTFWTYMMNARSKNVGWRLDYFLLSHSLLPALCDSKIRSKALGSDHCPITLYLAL
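Enzyme (0.75 nM final) and test compound are incubated 15 min at room temperature before adding 50 nM quenched THF abasic-site duplex. Cleavage dequenches TAMRA, followed at 525/598 nm over three reads one minute apart.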
POLB inh: DNA polymerase beta (human) inhibition; P06746; Pol beta primer extension/strand displacement, fluorescence kinetic; Potency, µM (highest dose often 114 µM), for inactives: at the top dose activity change, negative = inhibition, hits mostly inhibitors; 340,000 tested, 1.3% active; AID 485314; also: potency is read from the fitted curve at half-maximal effect; % is scaled to controls: 0 for no effect and ±100 for the full control effect
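Preincubation: enzyme (10 nM) with compound, 15 min, RT. Reaction: substrate added to 50 nM final. Reads: 0 and 10 min. Analysis: normalized, Hill fit.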
POLK inh: DNA polymerase kappa (human) inhibition | Q9UBT6 | purified Pol kappa, fluorescent DNA synthesis assay, 10 min | Potency, µM (doses to about 107 µM), without a hit: at the top dose activity, negative = inhibition, usual class: inhibitors | 400,000 tested, 0.53% active; also: potency is read from the fitted curve at half-maximal effect; % is scaled to controls: 0 for no effect and ±100 for the full control effect
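10 nM Pol kappa was preincubated with compounds for 15 min at room temperature. Reaction started with 50 nM (final) substrate. Fluorescence read kinetically at 0 and 10 min.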
POLH inh: DNA polymerase eta (human) inhibition. Q9Y253. recombinant Pol eta, fluorescent DNA replication assay. Potency, µM (doses to about 114 µM), for inactives: at the highest dose activity change, negative = inhibition, most hits filed as inhibitors. 390,000 tested, 1.2% active. AID 588591; also: potency is read from the fitted curve at half-maximal effect; % is scaled to controls: 0 for no effect and ±100 for the full control effect
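Fluorescent replication assay: 50 nM final substrate added after a 15 min room-temperature compound preincubation with 10 nM enzyme. Signal taken at 0 min and again at 10 min.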
RXFP1 antag: antagonists of human relaxin receptor RXFP1; HEK293-RXFP1, relaxin-stimulated cAMP HTRF, 30 min; active compounds read low; 350,000 tested, 0.59% active; activity change, negative = inhibition, % at 57.5 µM; Q9HBX9;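 active = activity change of -60% or lower, but not beyond a set lower limit; inconclusive = change between -60% and -40%, or beyond the set limit; inactive = change above -40%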; also: % is scaled to controls: 0 for no effect and ±100 for the full control effect
* hit, by the source's call; i = inactive; ? = inconclusive; . = no result given; & = joins results of further samples; [ ] = dose if it differs, or a comment. Unless noted, calls follow the shape of the dose curve; as a rule, active = well fitted curve in the direction sought with a large enough effect; inconclusive = small, poorly fitted or top-dose-only effect, or another doubt; inactive = no such curve, though single readings can be large; an effect the other way counts as inactive or inconclusive.

Start of the listing, in advance, eight compounds:
no. | SMILES | PGK inhibitor | APEX1 inh | RXFP1 antag | POLB inh | Pol iota inh | BLM inh | POLK inh | POLH inh | Anesthetic bind
1 | N#C/C(=C\c1ccc[nH]1)C(=O)Nc1ccccc1F | -2% | 1% | 10 | 40% | 6% | 2% | -6% | -1% | -3%
2 | NS(=O)(=O)c1ccc(NC2(C(=O)O)CCCC2)cc1 | -6% | -1% | -23 | 3% | -7% | 0% | -3% | -4% | -3%
3 | Cc1ccc(-n2ccnc2SCC(=O)O)cc1C | -8% | 4% | 18 | -2% | 42%[activator] | -1% | -24% | -12% | -11%
4 | CCC(=O)NC(=S)Nc1cccc(Cl)c1N1CCCCC1 | -5% | -5% | -13 | 26% | -4% | -9% | -8% | -17% | -18%
5 | COc1ccc2oc(=O)c(C(=O)N3CCN(c4ccccc4C)CC3)cc2c1 | -8% | 7% | -21 | -21% | 25% | -4% | -1% | -10% | -1%
6 | CCOC(=O)C1(CC2CCCCO2)CCN(Cc2nc(C(C)C)cs2)CC1 (stereo not drawn) | -2% | 6% | -7 | -12% | 17% | -8% | -13% | -10% | -12%
7 | COc1ccc(C2=NS(=O)(=O)N(C)C(C(=O)Nc3ccc4c(c3)OCO4)=C2)cc1 | -10% | 21% | . | 41% | ? | -12% | -14% | -23% | ?
8 | Cc1sc2nc(C3CC3)nc(NCCNS(=O)(=O)c3ccccc3)c2c1C | -6% | 9% | -6 | -10% | 0% | 1% | -12% | -12% | -10%

The whole of this part, from the start:
no. | SMILES | PGK inhibitor | APEX1 inh | RXFP1 antag | POLB inh | Pol iota inh | BLM inh | POLK inh | POLH inh | Anesthetic bind
1 | N#C/C(=C\c1ccc[nH]1)C(=O)Nc1ccccc1F | -2% | 1% | 10 | 40% | 6% | 2% | -6% | -1% | -3%
2 | NS(=O)(=O)c1ccc(NC2(C(=O)O)CCCC2)cc1 | -6% | -1% | -23 | 3% | -7% | 0% | -3% | -4% | -3%
3 | Cc1ccc(-n2ccnc2SCC(=O)O)cc1C | -8% | 4% | 18 | -2% | 42%[activator] | -1% | -24% | -12% | -11%
4 | CCC(=O)NC(=S)Nc1cccc(Cl)c1N1CCCCC1 | -5% | -5% | -13 | 26% | -4% | -9% | -8% | -17% | -18%
5 | COc1ccc2oc(=O)c(C(=O)N3CCN(c4ccccc4C)CC3)cc2c1 | -8% | 7% | -21 | -21% | 25% | -4% | -1% | -10% | -1%
6 | CCOC(=O)C1(CC2CCCCO2)CCN(Cc2nc(C(C)C)cs2)CC1 (stereo not drawn) | -2% | 6% | -7 | -12% | 17% | -8% | -13% | -10% | -12%
7 | COc1ccc(C2=NS(=O)(=O)N(C)C(C(=O)Nc3ccc4c(c3)OCO4)=C2)cc1 | -10% | 21% | . | 41% | ? | -12% | -14% | -23% | ?
8 | Cc1sc2nc(C3CC3)nc(NCCNS(=O)(=O)c3ccccc3)c2c1C | -6% | 9% | -6 | -10% | 0% | 1% | -12% | -12% | -10%
9 | O=C(c1cccc2ccccc12)N1CCN=C1SCc1ccc([N+](=O)[O-])cc1 | -2% | 6% | 14 | -3%[57.1 µM] | 15% | -2% | -16% | -6% | -6%
10 | CCCN(CCC)C(=S)NC1CC2C=CC1C2 (stereo not drawn) | -3% | 1% | . | 2% | 28% | -1% | -19% | -17% | -3%
11 | CCC(CCc1ccccn1)C(=O)c1ccccc1 (stereo not drawn) | i | . | -8 | . | -2% | . | 1% | -15% | .
12 | CC(NC(=O)COC(=O)c1ccc(N2CCCC2=O)cc1)c1ccc(F)cc1 (stereo not drawn) | -9% | -11% | 4 | . | 26% | . | -2% | -16% | .
13 | CCOc1ccc(NC(=O)Cn2cc(C(=O)c3ccc(CC)cc3)c(=O)c3ccc(C)nc32)cc1 | -1% | . | -2 | ? | ? | -12% | 1% | -4% | -23%
14 | CN(C)C(CNC(=O)C1CCN(S(=O)(=O)c2cccc(Cl)c2Cl)CC1)c1ccccc1 (stereo not drawn) | -2% | 2% | 10 | -3% | 16% | 1% | 2% | -19% | 4%
15 | CCCCC1=CC2=CC(=O)C(C)(OC(=O)CC)C(=O)C2=CN1CC(C)C (stereo not drawn) | i | -4%[12.4 µM] | . | 16% | 75%[activator] | -5%[12.4 µM] | 8% | -6% | -15%
16 | O=C(NCC(=O)N(CC1CCCO1)C(C(=O)NC1CCCC1)c1cccnc1)c1ccco1 (stereo not drawn) | 1% | 1% | -5 | 0% | ? | 0% | 5% | 0% | -8%
17 | CCOc1cc(NC(=O)c2ccccn2)c(OCC)cc1NC(=O)c1ccccc1 | i | -1% | -6 | -1% | 44%[activator] | -4% | -6% | -11% | -8%
18 | Cc1ccc2c(CN3CCOCC3)cc(=O)oc2c1 | -2% | ? | 13 | 37% | -16% | -2% | -3% | -4% | 5%
19 | O=C(c1cc(-c2ccccc2)nn1-c1ccccc1)N1CCN(S(=O)(=O)c2c(F)cccc2F)CC1 | 2% | -1% | -15 | . | 15% | . | -16% | -12% | .
20 | COC(=O)CSc1nnc(CNC(=O)c2ccc(OC)cc2OC)n1C | i | -1% | -19 | 0% | -4%[58.9 µM] | -1% | 2% | -6% | -6%
21 | CCC1=[N+](CC(=O)c2ccc(C)cc2)CCn2c(C)ccc21 | -7% | 1% | 13 | 3% | 13% | -8% | -12% | -4% | -9%
22 | O=C(NCCC(=O)N(CCc1ccccc1)Cc1ccccc1)c1ccc(Br)cc1 | -2% | 9% | -23 | . | 43%[activator] | . | -5% | -21% | .
23 | CCN(C(=O)CCN1C(=O)/C(=C/c2ccccc2)SC1=S)C1CCS(=O)(=O)C1 (stereo not drawn) | -7% | 51%[activator] | 0 | -19% | 59%[activator] | 1% | -20% | -4% | ?
24 | Cc1ccc(CNc2ncnc3c2cnn3-c2ccccc2)cc1 | 1% | 2% | -4 | 42% | 9% | -6% | -12% | 3% | -4%
25 | Cc1ccc(OCC(O)Cn2nc(C)cc2C)cc1 (stereo not drawn) | -6% | 1% | 10 | -20% | 0% | -3% | -5% | -16% | -10%
26 | CC(C)Cn1c2c(c(O)c(C(=O)Nc3ccc(F)cc3)c1=O)CCCC2 | 0% | 2% | 3 | -1% | 3% | -3% | -8% | -20% | -8%
27 | C=CC(=O)c1ccc2ccccc2c1 | . | 0%&1% | . | . | . | -18% | 7%[19.4 µM] | . | 18µM*
28 | Cc1cc(C)nc(SCCCNCc2ccccc2)n1 | -6% | 7% | 0 | -14% | -15% | 2% | -8% | -10% | -5%
29 | O=C(CNc1cccc([N+](=O)[O-])c1)N1CCN(S(=O)(=O)c2ccc(Cl)cc2)CC1 | -1% | 12% | -2 | . | 25% | . | 4% | -11% | .
30 | CCCc1ccc(OCCNC(=O)C2CCCCC2)cc1 | 1% | -2% | -10 | 3% | 42%[activator] | 1% | 3% | -9% | ?
31 | CCc1ccc(NC(=O)c2cc(-c3ccco3)on2)cc1 | -3% | 4% | -4 | 1% | 3% | -8% | -8% | -5% | 0%
32 | COc1ccc(Nc2cc(C(=O)NC3CCC(C)CC3)c3ccccc3n2)cc1OC (stereo not drawn) | 7% | . | 6 | 25% | 14% | -5% | -3% | -10% | -2%
33 | Cc1cc(C)cc(NC(=O)C(c2ccccc2)N2CCN(CC(=O)NC3CC3)CC2)c1 (stereo not drawn) | -8% | -7% | 4 | . | 16% | . | -11% | -15% | .
34 | C=CCN(C(=O)c1csnn1)C(C(=O)NCc1ccccc1)c1ccccc1F (stereo not drawn) | -8% | 51% | 8 | 0% | -6% | -5% | -9% | -18% | 1%
35 | C=CCn1c(SCC(=O)/C(C#N)=C(\C)N)nnc1C1CCCCC1 | i | 3% | -13 | 1% | -11% | 2% | -2% | -9% | -17%
36 | C=CCn1c(SCCOC)nc2c1c(=O)[nH]c(=O)n2C | -4% | -5% | -9 | 1% | 23% | 2% | 11% | -22% | -8%
37 | CCOc1ccc(/C=N/NC(=O)C2CC2)cc1OC | -2% | 15% | -7 | 84% | 20% | -1% | 10% | -8% | -3%
38 | Brc1ccc(CN2CCSCC2)cc1 | -10% | 11% | -4 | 13% | -23% | -2% | 5% | 0% | ?
39 | COc1ccc(CCNc2oc(COc3ccccc3Cl)nc2C#N)cc1OC | 1% | -8% | . | 1% | -10% | -7% | -9% | -16% | 3%
40 | COc1ccc(OC)c(CNC(=O)c2cc3cc4ccc(OC)cc4nc3o2)c1 | i | . | . | 32% | 9% | 6% | -1% | -14% | -1%
41 | COCc1cc(=O)[nH]c(N2CCN(C(=O)c3ccco3)CC2)n1 | -7% | 8% | -7 | 0% | 20% | 0% | -18% | -7% | -11%
42 | Cc1nn(Cc2ccccc2Cl)c2sc(C(=O)Nc3nccs3)cc12 | i | -1% | -17 | ? | 142%[activator] | -1% | 2% | -18% | -3%
43 | O=C(NCc1ccc2c(c1)OCO2)c1cc(S(=O)(=O)N2CCCCC2)ccc1F | i | -5% | -7 | 30% | 18% | -7% | 11% | -10% | -18%
44 | Cc1cc(C)c(C(=O)NCC(=O)c2ccccc2)c(C)c1 | i | . | -16 | . | -1% | . | -7% | -2% | .
45 | CC1CCC(NC(=O)c2nn(C)c3c2CSc2ccccc2-3)CC1 (stereo not drawn) | -6% | 5% | -26 | ? | 29% | -3% | -12% | -24% | -4%
46 | Brc1ccc(-c2nnc(-c3cccc(Br)c3)o2)cc1 | -6% | -6% | -7 | 8% | 12% | -1% | -4% | -21% | -17%
47 | COCCN(CCOC)S(=O)(=O)c1ccc(Cl)nc1 | i | 0% | 15 | 2% | -8% | -4% | 6% | 0% | -2%
48 | Cc1ccc(CCNC(=O)c2cccc(Nc3nc4ccccc4nc3-n3nc(C)cc3C)c2)cc1 | i | . | -4 | 23% | 17% | 0% | -10% | -4% | 47%[activator]
49 | O=C(Cc1ccc(F)cc1)Nc1ccc2[nH]ncc2c1 | -8% | 2% | 5 | 30% | 179%[activator] | -1% | 3% | -13% | -20%
50 | CCOc1ncccc1C(=O)Nc1ccc(S(=O)(=O)N2CC(C)CC(C)C2)cc1 (stereo not drawn) | i | 14% | -16 | . | 33%[activator] | . | -2% | -5% | .

Some of the compounds tested (hit frequency here may not be typical).
